rad50 = NCI yeast anticancer drug screen, S. cerevisiae rad50 strain | % growth inhibition at 50 µM | 79,000 compounds, 10% hits | AID 155;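 further: 0% = growth of vehicle-only cultures of the same strain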
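Inhibition values express reduced yeast growth in compound-treated cultures relative to vehicle-treated controls.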
sgs1 mgt1 = NCI yeast anticancer drug screen, S. cerevisiae sgs1 mgt1 strain. % growth inhibition at 50 µM. 78,000 compounds, 10% hits;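 further: 0% = growth of vehicle-only cultures of the same strain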
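Percent growth inhibition was derived by comparing compound-exposed mutant yeast with vehicle-exposed cultures. The strain carries alterations in DNA damage repair.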
mec2-1 = NCI yeast anticancer drug screen, S. cerevisiae mec2-1 strain. % growth inhibition at 50 µM. 79,000 compounds, 9% hits;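 further: 0% = growth of vehicle-only cultures of the same strain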
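Readout is yeast growth inhibition, normalised to vehicle-treated controls, in the mec2-1 strain exposed to compound.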
yeast cln2 rad14 = NCI yeast anticancer drug screen, S. cerevisiae cln2 rad14 strain | growth inhibition, % at 50 µM | 78,000 compounds, 8.3% hits;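 further: 0% = growth of vehicle-only cultures of the same strain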
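Test compounds were added to cln2 rad14 yeast cultures; inhibition of growth was then determined by comparison with vehicle treatment.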
yeast mlh1 rad18 = NCI yeast anticancer drug screen, S. cerevisiae mlh1 rad18 strain; % growth inhibition at 50 µM; 79,000 compounds, 11% hits;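 further: 0% = growth of vehicle-only cultures of the same strain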
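Yeast w/ defined DNA-repair lesions; compound exposure; growth vs vehicle controls → % inhibition.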
bub3 = NCI yeast anticancer drug screen, S. cerevisiae bub3 mutant strain. % growth inhibition at 50 µM. 78,000 compounds, 9.9% hits. AID 167;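 further: 0% = growth of vehicle-only cultures of the same strain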
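Mutant yeast screening strain plus compound; vehicle-treated cultures serve as the 0% inhibition reference.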
* marks the source's active call; other numbers are inactive results. No stated cut-off is given here; in the data, active means growth inhibition above about 70%; inactive means the rest.

canonical_smiles,rad50,sgs1 mgt1,mec2-1,yeast cln2 rad14,yeast mlh1 rad18,bub3
COC(=O)C1C2OC(C(Br)C2Br)C1C(=O)OC (centres undefined),-12.1,-1.1,-9.5,-1.9,-10.2,-1.6
CCOC(=O)C[C@](C)(O)C1CCCN1 (some centres undefined),26.5,6.0,11.8,5.3,8.8,-3.0
O=C(O)CNC(=O)CNC(=O)CNC(=O)OCc1ccccc1,2.6,6.5,9.2,-0.1,1.3,8.0
CC(C)(C)c1ccc(OC(=S)Nc2ccccc2)cc1,-32.8,-17.4,-6.2,-17.2,2.5,-13.6
CNC(=O)c1nc(C)c(CCC(=O)O)nc1NC,-9.7,8.7,9.4,10.6,-0.9,4.2
O=C(ON=c1c2ccccc2ccc2ccccc12)c1cc([N+](=O)[O-])cc([N+](=O)[O-])c1,-2.4,36.8,-8.2,-9.2,14.8,-6.8
O=S1(=O)CC2C3CC(Oc4ccccc4)C(C3)C2C1 (centres undefined),-9.8,-4.2,-6.3,-20.9,-6.5,-26.6
Cc1cc(N(CCC#N)CCC#N)ccc1/C=C1N=C(/C=C\c2ccccc2)N(NC(=O)CC(=O)Nc2ccccc2Cl)C\1=O,14.6,1.6,-0.8,11.3,5.0,2.8
CCOC(=O)c1c(C)[nH]c(C)c1C=O,16.6,3.1,-0.1,-1.1,3.9,52.5
O=C(N[C@H]1c2ccsc2/C(=N/O)[C@H]1O)C(F)(F)F,0.8,-3.0,5.5,10.2,35.2,-10.7
O=S(=O)(O)c1cc[n+]([O-])cc1,1.6,-2.8,12.7,32.5,-8.7,11.8
C1CSC(SCCCSC2SCCCS2)SC1,-4.1,-9.9,5.3,-7.1,-14.1,-12.2
O/N=C/c1cc2c(cc1Br)OCO2,-4.2,-18.9,-9.9,-9.8,-17.6,-16.9
N#CC12CC(C=O)=C(N)C1(C#N)CC(C=O)=C2N (centres undefined),11.2,-14.2,20.8,0.8,-40.9,-2.0
NC(=O)c1cccc(NC=O)c1,5.3,22.1,6.0,29.7,25.8,4.5
O=C1/C(=C/c2cccc([N+](=O)[O-])c2)CCCc2ccccc21,73.5*,83.2*,68.8,70.7*,75.9*,84.8*
NC(=O)C(=CNC(=S)Nc1ccc(S(N)(=O)=O)cc1)C(N)=O,-10.1,-16.4,-31.1,2.9,0.5,-10.4
CC1CC(NC(=S)NC(=O)c2ccc(Cl)cc2Cl)CC(C)(C)C1 (centres undefined),19.9,24.7,2.8,28.8,22.4,32.7
CCC(NC(C)c1ccccc1)C(O)c1ccc(OCc2ccccc2)c(OCc2ccccc2)c1 (centres undefined),88.6*,92.3*,91.5*,91.3*,87.7*,91.5*
CC1=NN(c2ccccc2)C(=O)C1C1c2ccccc2S(=O)(=O)c2ccccc21 (centres undefined),15.2,-18.4,9.9,11.0,9.7,6.7

Reprinted from the part before: 7 entries; new compounds follow.
canonical_smiles,rad50,sgs1 mgt1,mec2-1,yeast cln2 rad14,yeast mlh1 rad18,bub3
N#CC12CC(C=O)=C(N)C1(C#N)CC(C=O)=C2N (centres undefined),11.2,-14.2,20.8,0.8,-40.9,-2.0
NC(=O)c1cccc(NC=O)c1,5.3,22.1,6.0,29.7,25.8,4.5
O=C1/C(=C/c2cccc([N+](=O)[O-])c2)CCCc2ccccc21,73.5*,83.2*,68.8,70.7*,75.9*,84.8*
NC(=O)C(=CNC(=S)Nc1ccc(S(N)(=O)=O)cc1)C(N)=O,-10.1,-16.4,-31.1,2.9,0.5,-10.4
CC1CC(NC(=S)NC(=O)c2ccc(Cl)cc2Cl)CC(C)(C)C1 (centres undefined),19.9,24.7,2.8,28.8,22.4,32.7
CCC(NC(C)c1ccccc1)C(O)c1ccc(OCc2ccccc2)c(OCc2ccccc2)c1 (centres undefined),88.6*,92.3*,91.5*,91.3*,87.7*,91.5*
CC1=NN(c2ccccc2)C(=O)C1C1c2ccccc2S(=O)(=O)c2ccccc21 (centres undefined),15.2,-18.4,9.9,11.0,9.7,6.7
FC1(F)C(F)(F)C(F)(F)C2(F)C(F)(F)C(F)(F)C(F)(F)C(F)(F)C2(F)C1(F)F (centres undefined),-25.2,-17.7,-21.2,7.2,-8.5,-0.8
CCC(=O)OCC(=O)c1ccc(-c2ccccc2)cc1,-5.1,3.0,-3.7,-5.4,-1.1,57.1
O=C1c2cccc(S(=O)(=O)O)c2C(=O)c2cccc([N+](=O)[O-])c21,31.1,16.3,23.0,-8.3,69.1,16.6
Nc1ccc2c(c1)C(=O)N(OS(=O)(=O)c1ccccc1)C2=O,55.0,41.2,39.0,41.0,47.2,35.0
CCOC(=O)/C=C/c1ccccc1,2.6,21.8,-15.1,-13.9,-2.2,4.2
CCCC(Nc1nncs1)Nc1nncs1,-9.1,-12.6,-15.8,-2.0,-3.4,-21.3
NC1=Nc2ccccc2Sc2nc3ccccc3n21,54.9,48.3,46.4,40.0,54.2,56.6
COC(=O)c1nn(-c2ccccc2)c2nc3ccccc3c-2c1C(=O)OC,39.8,31.0,17.0,18.5,36.5,20.9
Cn1nc(-c2ccccc2)c(C(=O)/C=C/c2ccc(Cl)cc2)c(N2CCCCC2)c1=O,-30.9,-36.2,-21.9,1.8,-22.2,-22.9
CSc1ncc(CO)c(Nc2ccc(F)cc2)n1,-12.7,-16.4,8.7,-20.0,-23.4,-14.9
Clc1ccccc1N=Cc1ccc(C=Nc2ccccc2Cl)cc1,26.9,34.0,23.8,3.3,25.9,38.5
CCCCNC(CC(N)=O)C(=O)O (centres undefined),-11.9,-11.2,1.2,-16.8,-21.9,-2.5
CC(C)(C)S(=O)(=O)c1nc2ccccc2s1,8.4,6.8,-1.4,-1.2,6.4,25.6
O=C(c1ccc2c(c1)OCO2)C(O)c1ccc(Cl)cc1 (centres undefined),2.9,1.9,3.9,-16.1,5.0,-4.8
CN(C)CC(C)(C)C(=O)c1ccccc1,16.6,17.1,11.2,15.0,17.0,13.7
O=C(NCCCCCCNC(=O)c1cc(-c2ccccc2)nc2ccccc12)c1cc(-c2ccccc2)nc2ccccc12,-33.0,-42.6,-18.0,-17.4,-17.4,-27.3
NC(=O)N/N=C\C(Br)=C(\Br)C(=O)O,11.6,6.0,-11.4,-21.3,17.8,-0.6
O=Nc1cccnc1N=O,99.5*,99.3*,99.4*,99.3*,99.6*,99.5*
CCCCCCCCC(=O)OCC(=O)N(C)C,15.6,6.3,8.8,13.3,9.4,2.9
CCS(=O)(=O)CCNC(=O)NS(=O)(=O)c1ccc(C)cc1,-2.2,-11.8,-7.8,-1.2,0.9,7.7

Full records, quoted from the list. Order of values: rad50	sgs1 mgt1	mec2-1	yeast cln2 rad14	yeast mlh1 rad18	bub3
CCCCCCCCC(=O)OCC(=O)N(C)C across the screens: 15.6	6.3	8.8	13.3	9.4	2.9
O=Nc1cccnc1N=O across the screens: 99.5*	99.3*	99.4*	99.3*	99.6*	99.5*

The listing continues.
canonical_smiles,rad50,sgs1 mgt1,mec2-1,yeast cln2 rad14,yeast mlh1 rad18,bub3
O=C(NC(OCc1ccccc1)(C(F)(F)F)C(F)(F)F)OCc1ccccc1,96.0*,93.7*,91.0*,94.8*,96.5*,94.5*
CC(=O)C1C(=O)C(=O)N(c2ccc(S(N)(=O)=O)cc2)C1=O (centres undefined),-37.3,7.6,1.3,-32.7,8.1,-14.2
C/C(=N\NC(=S)Nc1nccs1)c1ccccn1,96.7*,97.6*,97.8*,90.5*,98.4*,96.0*
COC(=O)c1cccc(OCC(=O)Nc2ccccc2)c1,-12.0,12.3,10.8,-2.3,12.1,-4.2
CC1CN=C(N(C(=O)Nc2ccc(Cl)cc2)c2cccc(Cl)c2)S1 (centres undefined),-30.9,-50.1,-13.7,-8.8,-52.0,-14.8
O=C1CCCc2ccc([N+](=O)[O-])cc21,-3.4,-17.2,-54.7,18.6,23.1,-11.8
C[C@@H]1C(N2CCCC2)=CC(=O)OC1c1ccccc1 (some centres undefined),-3.6,11.3,-11.1,-6.4,1.9,-1.3
O=C1CCCCC1Nc1ccc2ccccc2c1 (centres undefined),25.5,10.0,-2.5,10.7,11.0,23.2
Cc1cc2c(cc1C)C(C)(C)c1c(nc(N)[nH]c1=O)N2C,3.7,20.5,-1.1,-15.7,1.7,-0.5
CC(C)OP(=O)(OC(C)C)C1C(P(=O)(OC(C)C)OC(C)C)C(F)(F)C1(F)F (centres undefined),11.4,-7.3,10.9,-2.6,14.3,-2.0
C(=C\c1ccc(OCc2ccccc2)cc1)/c1ccc(OCc2ccccc2)cc1,-5.5,-13.6,-13.7,-7.6,-26.0,-24.6
COc1ccc(NCCN(C)C)c2c(=O)c3ccccc3sc12,90.4*,41.6,37.4,-1.1,69.4,50.2
Cc1cccc2c1C1c3ccccc3C(=O)CC1CC2=O (centres undefined),14.9,22.9,30.0,25.7,35.2,11.0
FC(F)(F)c1ccc2c(c1)N(CCCN1CCN(C3CC3)CC1)c1ccccc1S2,99.3*,99.7*,99.3*,99.0*,99.5*,99.0*
O=C(O)CN(CC(=O)O)c1ccccc1,-5.4,-21.1,-14.2,-3.5,7.0,-29.3
O=C1OC(CCCN2CCCCC2)(c2ccccc2)CC12CCCC2 (centres undefined),60.5,54.6,40.5,42.9,51.9,41.4
CCC(CC)CCC(=O)CC(C)C,23.9,-15.6,-3.5,5.5,7.1,-19.0
CCC1=CCC(P(=O)(c2ccccc2)c2ccccc2)CC1C (centres undefined),-28.8,-0.1,-16.4,12.6,-19.8,0.1
CC(Cc1ccccc1)C(N)=O (centres undefined),-7.5,-12.9,-7.5,14.7,0.2,-7.2
COC(=O)C(=[N+]=[N-])C(=O)c1ccccc1,10.1,-1.3,1.1,4.7,6.9,-3.6

(list continues)
canonical_smiles,rad50,sgs1 mgt1,mec2-1,yeast cln2 rad14,yeast mlh1 rad18,bub3
CCCCCCCCCCSCC(=O)O,-12.8,-15.5,-24.6,-3.3,-29.5,-30.6
Cc1[nH]c(=O)nc(N/N=C/c2ccc(O)cc2)c1C(=O)Nc1ccc(Cl)cc1,-17.6,-20.6,-16.0,-3.1,-25.9,-12.6
O/N=C(/C(=N\O)c1ccco1)c1ccco1,-26.1,-13.8,-46.5,2.5,-8.3,-24.1
O=C(CSc1nnc(Cc2ccccc2)o1)Nc1ccc(Cl)cc1[N+](=O)[O-],83.0*,76.5*,50.3,21.8,83.8*,15.1
BrCCCCOc1ccccc1,3.5,-11.3,2.6,-4.2,2.7,-2.7
OC1C2CC3COC1C3O2 (centres undefined),3.0,-5.0,17.7,19.1,8.2,24.9
c1ccc(C(N=NC(c2ccccc2)c2ccccc2)c2ccccc2)cc1,4.4,3.8,-10.3,-18.3,16.8,-21.8
[CH3][Sn]1([CH3])[O]C(=O)CCN=Cc2c(ccc3ccccc23)[O][Sn]([CH3])([CH3])[O]C(=O)CCN=Cc2c(ccc3ccccc23)[O]1,90.6*,93.0*,92.8*,91.7*,89.8*,92.3*
CCCCc1ccccn1,-9.1,14.1,4.2,-42.5,16.9,7.4
CN(C)c1ccc(NN=C2SC(=Nc3ccccc3)C(=Nc3ccccc3)S2)cc1,41.5,-10.2,-17.9,18.1,8.2,25.2
O=C(Nc1ncnc2c1ncn2C1CCC(CO)O1)c1ccccc1 (centres undefined),-1.4,3.7,2.1,7.5,16.9,14.0
Cc1cc(C(O)CNCCn2cnc3c2c(=O)n(C)c(=O)n3C)ccc1O (centres undefined),38.8,19.4,-1.9,25.1,12.3,-5.0
CN(C)OC(=O)Nc1ccc([N+](=O)[O-])cc1,-18.9,0.5,-6.4,-53.2,-10.2,-21.4
O=C(CNC(=O)OCc1ccccc1)NCCO,19.1,15.3,6.5,13.2,19.6,16.2
